# Screening data from PubChem BioAssay.
# GSH fluor – compound fluoresces at 488/530 nm on GSH beads. GSH beads flow cytometry, compound fluorescence 488/530 nm; hits give high values. actives 0.25% (n = 190,000). fluorescence (KMESF) at 10 µM; in the data active = fluorescence above about 89;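 note: glutathione beads carrying GST-tagged Bcl family fusion proteins plus one bare bead set; values are compound well signal with DMSO vehicle wells as background; inactives centre near 16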
# Pf gamet viab – kills late stage P. falciparum gametocytes | inhibition, % at 10.9 µM | P. falciparum stage V gametocytes, ATP luminescence, 24 h | actives 0.065% (n = 150,000);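 active = inhibition above the mean plus 3 SD of compounds within the control limits, set per campaign, cut at about 38% in these data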;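 note: 0% = DMSO wells and 100% = medium only without gametocytes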
# RGS8-Gao – human RGS8-Galphao interaction regulation. P09471. multiplexed bead flow cytometry, RGS8-Galphao binding; actives lie on both sides. AID 1423. response (percent of control binding), % at 10 µM. actives 0.34% (n = 220,000); in the data active = response below about 60% or above about 140%; inactive = in between;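 note: Galphao activated as the GDP aluminium fluoride complex binding bead-coupled RGS8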
# Target sequence (P09471 whole entry, looked up): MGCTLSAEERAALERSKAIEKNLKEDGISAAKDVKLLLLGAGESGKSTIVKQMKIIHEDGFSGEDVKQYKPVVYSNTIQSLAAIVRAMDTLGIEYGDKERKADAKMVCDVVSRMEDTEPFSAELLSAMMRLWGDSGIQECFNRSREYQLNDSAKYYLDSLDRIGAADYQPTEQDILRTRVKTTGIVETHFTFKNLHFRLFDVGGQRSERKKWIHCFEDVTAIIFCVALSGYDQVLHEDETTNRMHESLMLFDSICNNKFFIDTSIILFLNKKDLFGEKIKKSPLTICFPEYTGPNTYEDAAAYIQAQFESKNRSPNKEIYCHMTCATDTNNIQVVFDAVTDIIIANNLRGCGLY
# Mcl1-Bid inh – disrupts binding of human Mcl-1 to Bid peptide; TR-FRET Mcl-1/Bid-Dy647 peptide binding, 1536-well; inhibition, % at 21.7 µM; actives 0.97% (n = 220,000); Q07820;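 active = compounds that cut the binding signal by more than half at the single screening dose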;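 note: His-tagged Mcl-1 with europium anti-His antibody binding Bid BH3 peptide; 0% = Mcl-1 plus peptide wells and 100% = peptide-only wells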
# ABCG2 inh – human ABCG2 inhibition, ABCB1 as counter-screen. IgMXP3 cells, JC-1 efflux, flow cytometry. inhibition, % at 6.6 µM. actives 0.1% (n = 190,000);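 active = inhibition above 80%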;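 note: 0% = DMSO and 100% = nicardipine control wells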
# Target sequence (Q9UNQ0 whole entry, looked up): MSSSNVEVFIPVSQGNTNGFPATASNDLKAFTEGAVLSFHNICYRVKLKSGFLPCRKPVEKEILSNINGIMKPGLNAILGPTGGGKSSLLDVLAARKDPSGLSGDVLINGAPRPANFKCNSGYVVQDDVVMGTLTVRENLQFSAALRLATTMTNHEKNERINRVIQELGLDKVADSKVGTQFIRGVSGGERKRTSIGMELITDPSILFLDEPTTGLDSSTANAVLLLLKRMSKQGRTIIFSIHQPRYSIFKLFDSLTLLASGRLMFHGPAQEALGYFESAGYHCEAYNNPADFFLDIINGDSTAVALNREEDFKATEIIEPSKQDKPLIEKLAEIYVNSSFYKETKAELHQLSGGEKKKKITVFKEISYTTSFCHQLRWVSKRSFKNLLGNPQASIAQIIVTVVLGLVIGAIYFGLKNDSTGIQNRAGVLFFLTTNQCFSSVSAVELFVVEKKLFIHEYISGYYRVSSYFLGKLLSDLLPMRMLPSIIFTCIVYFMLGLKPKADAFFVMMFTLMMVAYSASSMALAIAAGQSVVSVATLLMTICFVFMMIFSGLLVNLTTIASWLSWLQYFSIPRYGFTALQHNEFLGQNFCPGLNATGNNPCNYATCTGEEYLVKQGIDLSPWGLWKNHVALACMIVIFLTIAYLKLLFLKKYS
#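 Incubation: cells with compound and JC-1, 10 min at 25 °C, rotating, no wash / Test system: IgMXP3 (ABCG2) plus far-red-tagged CCRF-Adr (ABCB1) cells / Compound dosing: one concentration, 6.6 µM final / Also added: JC-1 fluorescent substrate / Evaluation: efflux inhibition in percent versus controls / Detection: flow cytometry, 530 nm JC-1 signal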
# Avidin fluor – compound fluoresces at 488/530 nm on avidin beads | compound fluorescence 488/530 nm, flow cytometry; hits give high values | fluorescence (KMESF) at 10 µM | actives 0.38% (n = 220,000) | AID 1775; in the data active = fluorescence above about 47; note: inactives centre near 10
# Mcl-1 Bim block – disrupts Bim peptide binding to human Mcl-1. inhibition, % at 10 µM. actives 0.1% (n = 190,000). Bead-based flow cytometry, Bim peptide-Mcl-1 binding. Q07820. AID 1009; in the data active = inhibition above about 40%;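 note: 0% = no compound tracer wells and 100% = peptide blocker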
# Mcl1 Noxa PPI – disrupts binding of human Mcl-1 to Noxa peptide. TR-FRET Mcl-1/Noxa peptide binding, 2 h. inhibition, % at 21.7 µM. actives 1.5% (n = 220,000);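 active = compounds that cut the protein-peptide binding signal by more than 50% relative to plate controls in a single-dose test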;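 note: His-tagged Mcl-1 with rhodamine Noxa BH3 peptide and terbium anti-His antibody; 0% = Mcl-1 plus Noxa peptide wells and 100% = peptide-only wells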
# RGS4-Gao reg – human RGS4-Galphao interaction regulation; P09471; Multiplexed bead flow cytometry, RGS4-Galphao binding; actives lie on both sides; binding response (% of control), % at 10 µM; actives 0.33% (n = 220,000); in the data active = binding response below about 49% or above about 150%; inactive = in between;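 note: fluorescent Galphao activated with aluminum fluoride binding bead-coupled RGS4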
# ABCB1 inh – blocks JC-1 efflux by human ABCB1 transporter | actives 0.067% (n = 190,000) | P08183 | AID 1326 | CCRF-Adr cells, flow cytometry | inhibition, % at 6.6 µM; in the data active = inhibition above about 40%;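 note: 0% = vehicle and 100% = reference inhibitor; higher value means more JC-1 retained so stronger ABCB1 efflux block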
# RGS7-Gao reg – modulates binding of RGS7 to human Galphao; Multiplexed bead flow cytometry; actives lie on both sides; binding response (% of control), % at 10 µM; actives 0.35% (n = 220,000); AID 1439; in the data active = binding response below about 49% or above about 150%; inconclusive = no clear call, values can overlap the other calls; inactive = in between;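 note: fluorescent Galphao held in activated GDP-AlF4 state binding bead-coupled RGS7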
# * = called active by the depositor; ? = inconclusive; / = no result given.
SMILES,GSH fluor,Pf gamet viab,RGS8-Gao,Mcl1-Bid inh,ABCG2 inh,Avidin fluor,Mcl-1 Bim block,Mcl1 Noxa PPI,RGS4-Gao reg,ABCB1 inh,RGS7-Gao reg
Cc1ccc2nc3c(c(Nc4ccc5c(c4)OCCO5)c2c1)CCC3,7,-1.7,101.4,-18.2,6.6,2,-5.0,56.0*,100.6,3.7,102.8
Cc1ccc2nc(SCC3CCCCO3)[nH]c2c1 (centres undefined),/,20.2,103.9,-20.2,/,9,/,-17.0,106.3,/,?
Cc1ccc(NC(=O)C(=O)NCc2ccccn2)cc1,15,-24.6,100.9,-2.5,2.2,14,-2.0,5.7,100.1,-1.2,105.1
CC(=O)Nc1nc2c(C)c(Cl)ccc2s1,/,-22.5,82.4,-6.6,/,7,/,3.0,96.4,/,?
COCCCNC(NC(=O)c1ccc(OC)cc1)C(Cl)(Cl)Cl (centres undefined),21,2.3,101.8,-10.2,3.4,13,0.0,5.1,103.3,0.8,104.9
CCN(CCNC(=O)c1cccc(N2CCCC2=O)c1)c1ccccc1,9,/,103.3,-82.3,2.7,15,-1.0,25.9,111.3,0.5,108.3
CSc1nc(C)cc(-n2cc(F)c(=O)[nH]c2=O)n1,21,/,102.0,1.6,-1.1,14,0.0,11.4,102.8,-2.9,100.3
CC(Sc1nc(N2CCOCC2)c2c(c1C#N)CC(C)(C)OC2)C(=O)Nc1ccccc1 (centres undefined),9,-4.8,99.6,-14.5,2.6,22,0.0,-4.3,99.9,0.8,103.8
CN(CC(=O)Nc1cccnc1)S(=O)(=O)c1cc(Cl)ccc1Cl,47,/,101.9,-0.4,1.1,7,-2.0,9.9,102.9,0.2,99.7
O=C(Nc1ccc(-n2cnnn2)cc1)C1CCC1,67,15.1,102.4,-19.9,1.1,8,0.0,-2.8,100.8,0.0,101.2
C=CCN(c1ccccc1)S(=O)(=O)c1cc(C(=O)NC2=NCCS2)ccc1Cl,10,11.9,100.8,6.6,0.9,10,3.0,12.6,95.4,0.0,98.7
CCOc1ccc(CCNC(=O)CN2CCN(Cc3ccc(F)cc3)C2=O)cc1OCC,28,1.2,125.1,-4.2,4.9,12,-6.0,-22.3,108.4,1.3,115.5
Cc1nc2ccc(S(=O)(=O)NC(C(=O)NCc3cccs3)C(C)C)cc2s1 (centres undefined),12,/,99.7,-18.9,1.2,8,0.0,3.9,101.7,0.6,100.6
CCOC(=O)N1CCC(NS(=O)(=O)c2cc(Br)cc3c2N(C(=O)CC)CC3)CC1,31,/,102.3,-5.9,3.6,3,1.0,4.8,103.0,0.4,102.8
Cc1ccc(-n2c(SCC(=O)OC(C)C)nnc2-c2cnccn2)cc1,40,-9.8,100.0,-2.2,2.8,6,-1.0,-14.8,99.7,0.6,97.7
COc1cccc(Nc2nc(-c3ccc4c(c3)OCCO4)cs2)c1,28,7.5,95.9,-50.2,12.7,12,-8.0,3.2,95.9,-0.5,96.2
O=C1N=c2ccccc2=C1c1c(O)n(-c2cccc(F)c2)[nH]c1=O,4,-3.7,61.9,72.7*,0.0,5,-10.0,102.3*,85.3,-1.2,78.1
O=C(COC(=O)CCc1nc2ccccc2c(=O)[nH]1)NCc1ccc(F)cc1,/,11.1,103.8,-48.2,/,8,/,18.4,100.9,/,?
NS(=O)(=O)c1ccc(N/N=C/c2ccc(O)c(O)c2O)c([N+](=O)[O-])c1,/,-25.2,39.2*,95.4*,/,-1,/,37.4,69.1,/,?
COC(=O)c1cc(=O)n(Cc2ccc(F)cc2)c(=Nc2ccccc2)s1,/,-6.7,100.9,-21.4,/,8,/,52.1*,101.0,/,?
O=C(O)CCN1C(=O)/C(=C/c2ccc(-c3nc4ccccc4s3)o2)SC1=S,8,/,96.3,94.2*,-1.0,33,9.0,104.2*,98.2,-0.1,99.5
Oc1ccc(Cl)cc1-c1cc(-c2cccc(Br)c2)n[nH]1,4,-72.8,104.2,3.4,1.0,7,1.0,16.5,94.6,0.2,101.9
COc1ccc(C2CC(C(F)(F)F)n3ncc(C(=O)Nc4cccc(O)c4)c3N2)cc1OC (centres undefined),11,/,101.4,-10.9,5.7,17,-3.0,19.9,98.5,0.9,103.4
O=C(CSc1nc2c(sc3ccccc32)c(=O)n1CCCN1CCOCC1)NCC1CCCO1 (centres undefined),17,12.9,97.2,-0.2,4.3,6,-1.0,9.1,96.3,0.9,96.5
O=C1c2ccccc2S(=O)(=O)c2cc(C(=O)N(c3ccccn3)c3ccccn3)ccc21,11,/,101.4,-11.0,0.7,8,-4.0,15.2,98.8,0.5,102.7
# The results go on.
SMILES,GSH fluor,Pf gamet viab,RGS8-Gao,Mcl1-Bid inh,ABCG2 inh,Avidin fluor,Mcl-1 Bim block,Mcl1 Noxa PPI,RGS4-Gao reg,ABCB1 inh,RGS7-Gao reg
COc1cc(NC(=O)c2ccc(CNc3c(N4CCOCC4)c(=O)c3=O)cc2)cc(OC)c1,20,/,106.2,-23.3,-1.3,12,0.0,-6.1,102.2,-0.5,106.9
Cc1cc(C)n(-c2nc3ccccc3[nH]c2=O)n1,23,3.4,102.0,-8.6,20.1,43,0.0,27.1,100.6,1.6,101.2
COc1ccc(C(=O)NCc2nnc(SCC(=O)c3ccccc3)n2C)cc1,18,9.8,99.2,-15.7,1.1,9,0.0,18.5,100.9,0.2,?
O=C(NCc1cccs1)C(=O)NCC1OCCCN1S(=O)(=O)c1ccc(F)cc1 (centres undefined),10,-17.9,101.0,-18.0,2.1,4,-6.0,-4.0,103.4,0.5,101.4
CCOC(=O)c1cccc(NS(=O)(=O)Cc2ccccc2)c1,12,-14.4,104.1,-9.4,0.7,20,-2.0,-1.4,99.4,-0.1,97.2
CCCNC(=O)Nc1ccccc1SC,18,-11.5,99.6,-15.0,3.5,10,-1.0,2.8,102.2,0.4,?
CCOC(=O)Cn1c(=NC(=O)c2cccs2)sc2cc(C(=O)OC)ccc21,45,2.2,91.9,-3.4,1.1,36,-31.0,-9.7,98.5,-0.3,100.5
NC(=O)COC(=O)C12CC3CC(CC(O)(C3)C1)C2,14,11.2,100.4,5.3,-3.2,8,3.0,0.3,98.2,-0.9,99.0
COC(OC)c1ccc(C#N)c(SCc2ccccc2)n1,/,-17.2,101.2,-11.4,/,6,/,-3.5,102.3,/,?
CCOc1ccc(CN2CCN(S(=O)(=O)c3ccc(NC(C)=O)cc3)CC2)cc1OC,14,-4.2,100.8,51.7*,3.0,26,-3.0,4.6,102.7,0.4,100.5
COc1cccc(-c2cc3nc4c(c(N5CCC6(CC5)OCCO6)n3n2)CCC4)c1,24,/,104.2,-6.1,12.9,10,3.0,8.9,99.9,7.5,104.6
Cn1nccc1NC(=O)NC(=O)c1c(Cl)cccc1Cl,/,-20.0,99.9,-16.4,/,7,/,26.5,97.1,/,?
Cc1ccc(NC(=O)CCNS(=O)(=O)c2cc(Br)cnc2N)c(Cl)c1,28,/,108.5,6.4,1.9,12,-1.0,7.3,104.9,0.9,102.9
O=C(CC1NCCc2ccccc21)Nc1cccc(Cl)c1 (centres undefined),11,3.9,101.5,-14.4,5.1,11,0.0,9.1,100.4,1.1,?
CC(=O)NC(Cc1cccc(F)c1)C(=O)NC1CCN(C(=O)c2cccc(C)c2)CC1 (centres undefined),14,-10.1,99.5,-21.4,-3.1,6,1.0,-8.3,98.3,-1.2,97.5
CCn1c(SCC(=O)Nc2ccc3c(c2)OCCO3)nc2c(c1=O)SC(C)C2 (centres undefined),23,/,100.9,-13.1,3.5,23,0.0,-5.1,99.6,0.9,100.7
CCNC(=O)C(=O)Nc1ccc(OC)c(Cl)c1,13,-9.2,105.3,-13.2,13.7,13,1.0,-12.1,101.0,2.2,102.8
S=c1[nH]nc(-c2cc(-c3ccccc3)n[nH]2)n1/N=C/c1c(Cl)cccc1Cl,/,7.2,98.6,12.3,/,6,/,22.8,97.3,/,/
COc1ccc(Nc2oc(COc3ccc(OC)cc3)nc2C#N)cc1,15,/,102.1,-8.9,1.2,22,-3.0,-8.2,104.4,0.4,104.2
C=CCNC(=O)NC(=O)COC(=O)c1nc2nccc(C)n2n1,14,5.8,96.2,-12.0,-1.0,9,-1.0,12.4,97.0,-0.2,102.6
Cc1ccc(S(=O)(=O)NC(C(=O)Oc2ccc3c(C(F)(F)F)cc(=O)oc3c2)c2ccccc2)cc1 (centres undefined),18,12.7,97.9,6.3,13.3,7,-13.0,11.5,96.7,1.0,91.8
CCOC(=O)C1CCN(c2c(N3CCN(Cc4ccccc4)CC3)c(=O)c2=O)CC1,26,/,125.0,-25.5,2.2,3,-1.0,-10.5,112.7,1.6,110.7
Cc1ccc(S(=O)(=O)N2CCN(Cc3cccc(C)c3O)CC2)cc1,23,/,100.2,-11.0,23.9,29,-9.0,7.5,98.8,1.2,97.3
CC1=C(/C=C/C(=O)O)C(C)(C)CCC1,12,-43.3,97.9,-37.9,-0.9,6,0.0,-3.9,96.5,-0.2,93.0
CCOC(=O)c1sc(NC(=O)CSc2nc(C)cc(C)n2)c(C#N)c1C,13,0.8,101.7,-22.0,3.2,49*,2.0,14.8,106.4,0.6,108.0

# Filtered by structure, those above with a COOH group.
SMILES,GSH fluor,Pf gamet viab,RGS8-Gao,Mcl1-Bid inh,ABCG2 inh,Avidin fluor,Mcl-1 Bim block,Mcl1 Noxa PPI,RGS4-Gao reg,ABCB1 inh,RGS7-Gao reg
O=C(O)CCN1C(=O)/C(=C/c2ccc(-c3nc4ccccc4s3)o2)SC1=S,8,/,96.3,94.2*,-1.0,33,9.0,104.2*,98.2,-0.1,99.5
CC1=C(/C=C/C(=O)O)C(C)(C)CCC1,12,-43.3,97.9,-37.9,-0.9,6,0.0,-3.9,96.5,-0.2,93.0

# The listing continues:
SMILES,GSH fluor,Pf gamet viab,RGS8-Gao,Mcl1-Bid inh,ABCG2 inh,Avidin fluor,Mcl-1 Bim block,Mcl1 Noxa PPI,RGS4-Gao reg,ABCB1 inh,RGS7-Gao reg
Cc1ccc2oc(=O)c3cnn(CC(=O)N4CCc5ccccc5C4)c3c2c1,21,/,103.6,-1.7,0.7,10,-1.0,3.4,100.1,0.6,98.8
CC1CCc2sc(C(=O)N/N=C/C3CCCCC3)cc2C1 (centres undefined),10,-7.5,85.8,5.2,-0.9,11,-2.0,14.9,97.4,/,95.1
O=C1CCC2S/C(=C/Nc3ccc(C(F)(F)F)cc3)C(=O)N12 (centres undefined),13,-30.3,97.9,-28.8,1.0,4,0.0,21.4,85.2,-0.5,92.9
CC(C)(C)c1ccc(OCC(=O)NNC(=O)C2CCCO2)cc1 (centres undefined),15,/,122.0,-11.4,-0.9,9,-1.0,3.1,105.4,0.1,105.5
CCCCn1c2c(c(=O)n(C)c1=O)C(CC(=O)OCC(=O)Nc1cccc(C(F)(F)F)c1)C(=O)N2 (centres undefined),26,16.0,96.0,-29.7,0.0,10,-3.0,30.9,99.2,-0.4,97.7
Cc1nn(-c2ccccc2)c2c1C(c1ccc(F)cc1F)C(C#N)=C(N)O2 (centres undefined),36,-3.2,98.2,8.8,24.9,15,-5.0,21.3,100.7,1.0,100.9
COc1ccc(NC(=O)c2ccccc2[N+](=O)[O-])cc1,17,15.3,100.1,-31.3,7.8,18,-6.0,8.9,102.5,0.6,104.9
